Pf apPOL inh: Pf-apPOL DNA polymerase inhibition; hit rate 0.25% among 210,000; inhibition, % at 10 µM; Recombinant Pf-apPOL, molecular beacon fluorescence, 1.5 h
mHTT-CaM PPI inh: disrupts binding of mutant huntingtin to calmodulin; P42858; AlphaScreen His-mHTT/GST-CaM binding, luminescence; inhibition, % at 15 µM; hit rate 3.6% among 190,000;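 also: 0% = both proteins with DMSO and 100% = one protein alone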
The depositor's hits bear a star; nt = no result given; & = joins results of further samples. Rule as the data show it: active = inhibition above about 50%; inactive = the rest.

(1) O=C(NCCc1ccc(Cl)cc1)c1cnc2n(c1=O)CCS2
(2) O=C(COc1ccccc1[N+](=O)[O-])Nc1ccc(-c2nc3cc(Cl)ccc3o2)cc1
(3) Cc1ccc(C)c(NC(=O)N2CCC3(CC2)NC(=O)c2ccccc2N3C)c1
(4) COC(=O)NCCC(c1ccccc1)c1ccccc1
(5) COc1ccccc1C(=O)Nc1cnc(N2CCCC2)nc1
(6) COc1cccc(-c2nc(C=Nc3cccc(F)c3)c(O)o2)c1
(7) O=C(NCC1CCN(Cc2ccccc2F)CC1)c1csc(-c2ccncc2)n1
(8) C=CCn1c(SCC(=O)c2cc(C)n(CCOC)c2C)nc2sc3c(c2c1=O)CCCC3
Assay by compound	1	2	3	4	5	6	7	8
Pf apPOL inh	-7	-7	0	-4	-2	3	-4	-6
mHTT-CaM PPI inh	-2	-4	-13	-4	-3	13	30	-2

(9) Cc1cccc(-c2cc3nc(CN(C)Cc4ccccc4)cc(=O)n3[nH]2)c1
(10) CN(C)c1ccc(N2C(=O)CCC2=O)cc1
(11) Cc1sc2ccc3sccc3c2[n+]1CCCS(=O)(=O)[O-]
(12) O=C(c1cccs1)N1CCC2(CC1)NC(=O)N(Cc1cccc(Cl)c1)C2=O
(13) Cc1ccc(Cl)cc1NC(=O)CN1C(=O)CCCc2ccccc21
(14) NC(=O)c1ccc(Oc2ccc([N+](=O)[O-])cc2)cc1
(15) Cc1cc2n(n1)CCC(=O)N2CCCC(=O)NCCc1ccc(Cl)cc1
(16) Cc1ccc(S(=O)(=O)N2CCC3(CC2)NCCN=C3NC2CCCCC2)cc1C
Assay by compound	9	10	11	12	13	14	15	16
Pf apPOL inh	-5	-2	nt	-6	-3	2	-5	-4
mHTT-CaM PPI inh	25	-3	-2	3	-1	-2	-6	-6

(17) O=C(Cn1ccc2ccccc2c1=O)NCc1cccnc1
(18) O=C(C1=COCCO1)N(Cc1ccco1)c1nc2ccccc2s1
(19) c1ccc(-c2cc(NC3CC3)n3cnnc3n2)cc1
(20) O=C(NCCN1CCOCC1)C1CCCN(c2nccnc2Sc2ccccc2)C1 (stereo not drawn)
(21) C#CCOC(=O)C1C2C=CC(C2)C1C(=O)O (stereo not drawn)
(22) CC1=CCC2C(=O)N(c3ccc(C(=O)Nc4ccccc4Cl)cc3)C(=O)C2C1 (stereo not drawn)
(23) Cn1ccnc1SCC(=O)c1ccc(F)cc1
(24) CC(C)n1cnc2ccc(-c3noc(-c4ccccn4)n3)cc21
Assay by compound	17	18	19	20	21	22	23	24
Pf apPOL inh	-4	-6	-5	-2	nt	-15	0	0
mHTT-CaM PPI inh	1	-19	-3	-1	-7	0	2	23

(25) Cc1ccc(NC(=O)C(C)Oc2cccc(Br)c2)c([N+](=O)[O-])c1 (stereo not drawn)
(26) CC(C)OC(=O)c1nc2ccccc2nc1Nc1ccccc1
(27) CC(=O)Nc1ccc(C(=O)NC(C)CCc2ccccc2)cc1 (stereo not drawn)
(28) O=C(Nc1ccc(N2CCOCC2)cc1)c1cc(-c2ccc(F)cc2)c[nH]1
(29) CCc1ccccc1NC=C1C(=O)OC(C)(C)OC1=O
(30) CC(C)NC(=O)COc1cccc(Cl)c1
(31) CCn1ccc2c(ccn2CC(=O)Nc2cccc(C(F)(F)F)c2)c1=O
(32) Cc1ccc(OCC(=O)Nc2cccc(-c3nc4ncccc4o3)c2)c(C)c1
Assay by compound	25	26	27	28	29	30	31	32
Pf apPOL inh	-3	1	-2	-7	-5	-2	-3	-4
mHTT-CaM PPI inh	46	20	2	27	-7	-8	32	15

(33) COc1ccc(CNC(=O)C(=O)Nc2c(C)cc(C)cc2C)cc1
(34) COc1cc(/C=C2\C(=O)ON=C2C)cc(Cl)c1O
(35) CCc1cc2c(NC(C)C)ncnc2s1
(36) CCNc1cc(N2CCCC(CCC(=O)NC(CC)CC)C2)ncn1 (stereo not drawn)
(37) FC(F)(F)c1ccc(-c2nnc3ccc(NC4CC4)nn23)cc1
(38) COc1ccc(CN2CCc3nc(N4CCN(c5ccccc5OC)CC4)ncc3C2)cc1
(39) COc1ccc(C2CCCN2C(=O)Nc2cc(OC)ccc2OC)cc1 (stereo not drawn)
(40) CCC(=O)N1CCN(c2nc3c(s2)CC(C(=O)N2CCN(CC)CC2)CC3)CC1 (stereo not drawn)
Assay by compound	33	34	35	36	37	38	39	40
Pf apPOL inh	-4	-6	0	-1	-1&6	-3	-4	-4
mHTT-CaM PPI inh	-3	13	-4	-2	nt	-2	22	4

(41) COc1ccccc1OCCCCOc1ccccc1C
(42) O=C(c1ccccc1)c1ccc2nc(Cc3cc(Br)ccc3F)c(=O)[nH]c2c1
(43) COc1cccc(CN2CC(C(=O)Nc3ccc(F)cc3)CC2=O)c1 (stereo not drawn)
(44) O=C(Nc1cccc(Cl)c1)c1nn(-c2ccc(Cl)cc2)c(=O)c2ccccc12
(45) COc1ccc(S(=O)(=O)N(CC(N)=O)c2ccccc2OC)cc1
(46) CC(C)(C)n1nc2c(c1NC(=O)c1c(F)cccc1Cl)CS(=O)C2 (stereo not drawn)
(47) COc1ccc(C2=N/C(=C/c3ccc4c(c3)OCO4)C(=O)O2)cc1[N+](=O)[O-]
(48) Nc1c(C(=O)Nc2ccc([N+](=O)[O-])cc2)sc2nc3c(c(-c4ccco4)c12)CCCCC3
Assay by compound	41	42	43	44	45	46	47	48
Pf apPOL inh	-1	-4	-5	0	5	-2	0	-8
mHTT-CaM PPI inh	-113	20	-4	5	-4	-3	-1	0

(49) NS(=O)(=O)c1ccc(Sc2ccccn2)c([N+](=O)[O-])c1
(50) CN1CCCc2cc(C(=O)N3CCN(c4ccc(F)cc4)CC3)sc21
(51) COc1ccccc1CNC(=O)c1cnn2c3c(cnc12)CCCC3
(52) CC(C)Oc1cccc(C(=O)N2CCCC2)c1
(53) COc1cc(CN2CCN(c3cccc(C)c3C)CC2)cc(Br)c1O
(54) CC1CCN(c2ccc(/C=C(\C#N)c3nn(CCO)c(N)c3C#N)cc2[N+](=O)[O-])CC1
(55) O=C1N/C(=C\c2c(F)cccc2Cl)C(=O)N1Cc1ccc(Cl)cc1
(56) O=S1(=O)C=C(N2CCOCC2)c2ccccc21
Assay by compound	49	50	51	52	53	54	55	56
Pf apPOL inh	-9	-5	0	-4	2	1	18	-1&-68
mHTT-CaM PPI inh	nt	5	2	-2	55*	14	-2	-3&5

(57) COCCn1c(C)cc(C(=O)CSc2ncnc3sc4c(c23)CCCC4)c1C
(58) COCOCCn1cc(CN2CCS(=O)(=O)N(Cc3ccc(-c4cccc(CO)c4)cc3)C(C(C)C)C2=O)nn1 (stereo not drawn)
(59) C=CCN(c1ccccc1C(=O)O)S(=O)(=O)c1ccc(C)cc1
(60) O=C(NC(Nc1ccccc1Cl)C(Cl)(Cl)Cl)c1cccnc1 (stereo not drawn)
(61) Cc1noc(C)c1CCn1ccc2ccn(C)c2c1=O
(62) Cc1ccc(CNC(=O)C2(C)CCCN(C(=O)Nc3ccc(C)cc3)C2)cc1 (stereo not drawn)
(63) CSc1nnc(-c2ccncc2)n1N=Cc1cn(-c2ccccc2)nc1-c1ccc(Cl)cc1
(64) COc1cccc(/C=C2\N=C(c3ccc(C)cc3)OC2=O)c1
Assay by compound	57	58	59	60	61	62	63	64
Pf apPOL inh	-1	-11	0&3	3	-7	10	-2	-2
mHTT-CaM PPI inh	4	23	-8&-3	4	-5	-4	nt	-1

(65) CC(=O)N1C(=O)C2(C(C#N)=C(N)Oc3n[nH]c(-c4ccccn4)c32)c2ccccc21 (stereo not drawn)
(66) CCCc1[nH]nc2c1C(c1cccc(I)c1)C(C#N)=C(N)O2 (stereo not drawn)
(67) CCN(CC)S(=O)(=O)N1CCCC(C(=O)NC2CCCCC2)C1 (stereo not drawn)
(68) CN(C)C(=O)c1cccc2c1NC(c1ccc(Cl)cc1Cl)C1CC=CC21 (stereo not drawn)
(69) O=C(NC1CC1)c1ccc(OCC2CCCN2C(=O)c2cccs2)cc1 (stereo not drawn)
(70) Brc1ccc(C2CC(c3cccc(Br)c3)Nc3nnnn32)cc1 (stereo not drawn)
(71) Cc1nc2c(c(=O)n1CC(=O)Nc1cccc(C(C)C)c1)CCN(Cc1ccccc1)C2
(72) Cc1ccccc1NC(=O)N1CCC(N2CCN(Cc3ccccc3)C2=O)CC1
Assay by compound	65	66	67	68	69	70	71	72
Pf apPOL inh	1	-1	-10	-4&-9	-2	-1	3	-3
mHTT-CaM PPI inh	18	4	-8	4&0	6	-1	29	0

(73) CCOc1ccccc1N(CC(=O)NCc1ccccc1OC)S(=O)(=O)c1ccc(C)cc1
(74) O=C(Nc1cc(F)cc(F)c1)N1CCc2c(nc3cc(-c4ccccc4)[nH]n3c2=O)C1
(75) O=C(Nc1ccc(F)c(Cl)c1)c1cn2c(n1)COCC2
(76) Cc1ccccc1-c1nc(CN2CCCC(C(=O)NCc3ccc(F)cc3)C2)c(C)o1 (stereo not drawn)
(77) CCN1c2cc(Cl)ccc2C(=O)NC12CCN(C(=O)NCc1ccc(C)cc1)CC2
(78) Cc1ccc(OCC(=O)Nc2ccc(S(=O)(=O)N3CCOCC3)cc2)c(Br)c1
(79) Cc1cccc(-c2nc(C3CCN(S(=O)(=O)c4ccc(C#N)cc4)CC3)no2)c1
(80) COc1cc(C)c(S(=O)(=O)NCCC23CC4CC(CC(C4)C2)C3)cc1C
Assay by compound	73	74	75	76	77	78	79	80
Pf apPOL inh	-5	-3	2	27	-3	-12	-2	-4
mHTT-CaM PPI inh	6	-3	20	4	-3	6	-2	3

15 entries already listed, ordered by molar mass, smallest number first.
(10) CN(C)c1ccc(N2C(=O)CCC2=O)cc1
(21) C#CCOC(=O)C1C2C=CC(C2)C1C(=O)O (stereo not drawn)
(56) O=S1(=O)C=C(N2CCOCC2)c2ccccc21
(14) NC(=O)c1ccc(Oc2ccc([N+](=O)[O-])cc2)cc1
(41) COc1ccccc1OCCCCOc1ccccc1C
(64) COc1cccc(/C=C2\N=C(c3ccc(C)cc3)OC2=O)c1
(18) O=C(C1=COCCO1)N(Cc1ccco1)c1nc2ccccc2s1
(9) Cc1cccc(-c2cc3nc(CN(C)Cc4ccccc4)cc(=O)n3[nH]2)c1
(47) COc1ccc(C2=N/C(=C/c3ccc4c(c3)OCO4)C(=O)O2)cc1[N+](=O)[O-]
(69) O=C(NC1CC1)c1ccc(OCC2CCCN2C(=O)c2cccs2)cc1 (stereo not drawn)
Assay by compound	10	21	56	14	41	64	18	9	47	69
Pf apPOL inh	-2	nt	-1&-68	2	-1	-2	-6	-5	0	-2
mHTT-CaM PPI inh	-3	-7	-3&5	-2	-113	-1	-19	25	-1	6

(7) O=C(NCC1CCN(Cc2ccccc2F)CC1)c1csc(-c2ccncc2)n1
(57) COCCn1c(C)cc(C(=O)CSc2ncnc3sc4c(c23)CCCC4)c1C
(76) Cc1ccccc1-c1nc(CN2CCCC(C(=O)NCc3ccc(F)cc3)C2)c(C)o1 (stereo not drawn)
(71) Cc1nc2c(c(=O)n1CC(=O)Nc1cccc(C(C)C)c1)CCN(Cc1ccccc1)C2
(8) C=CCn1c(SCC(=O)c2cc(C)n(CCOC)c2C)nc2sc3c(c2c1=O)CCCC3
Assay by compound	7	57	76	71	8
Pf apPOL inh	-4	-1	27	3	-6
mHTT-CaM PPI inh	30	4	4	29	-2

More entries follow.
(81) CC(C)c1cc(C2CCCN2C(=O)c2c(Br)cnn2C)no1 (stereo not drawn)
(82) CC(=O)Nc1ccc(S(=O)(=O)NCC2CCC(C(=O)NCc3cccnc3)CC2)cc1 (stereo not drawn)
(83) CCOc1ccc(NC(=O)Nc2cccc(-c3ccc4nnc(C)n4n3)c2)cc1
(84) CC(O)(C#CC(O)(c1ccccc1)c1ccccc1)C1CC1 (stereo not drawn)
(85) Cc1ccc(OCC(=O)NC(Cc2ccccc2)C(=O)O)cc1 (stereo not drawn)
(86) CCOC(=O)N1CCN(CC(O)COCCC23CC4CC(CC(C4)C2)C3)CC1 (stereo not drawn)
(87) CCOc1cc(C=C2SC(=S)N(C(C(=O)O)C(C)C)C2=O)ccc1O (stereo not drawn)
(88) Cc1cccc(NC(=O)c2cccs2)n1
Assay by compound	81	82	83	84	85	86	87	88
Pf apPOL inh	-2	-5	-6	0	-153	-9&-31	-51	0
mHTT-CaM PPI inh	-1	0	-2	-7	-2	22&7	35	nt

(89) Cc1nn(C)cc1CN(C)C(=O)c1cn2ccccc2n1
(90) NC(=O)C1(N2CCCCC2)CCN(S(=O)(=O)c2cc(Cl)sc2Cl)CC1
(91) CC(C)C(=O)N1CC(C(=O)NCc2cccnc2)C(c2cccc(F)c2)C1 (stereo not drawn)
(92) CCC(CC)C(=O)Nc1nnc(C(C)C)s1
(93) CCc1cc(C2CCCN2C(=O)Nc2ccc(Cl)cc2)on1 (stereo not drawn)
(94) COc1ccccc1-n1nnc(C(=O)N2CCCCC2)c1N
(95) Cc1ccc(-c2n[nH]c(=O)c3ccccc23)cc1S(=O)(=O)NCCO
Assay by compound	89	90	91	92	93	94	95
Pf apPOL inh	1	-6	-8	nt	-2	-5	-52
mHTT-CaM PPI inh	0	nt	11	-4	-9	-2	-7

Screens (PubChem BioAssay)
